From PubChem BioAssay
MrgX1 antagonist = blocks BAM8-22 activation of human MrgX1 receptor. MRGX1-HEK293 calcium flux, Fluo-4, BAM8-22 antagonism; hits give low values. Q96LB2. AID 588676. B-score at 10 µM. 310,000 tested, 1.3% active;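 active = calcium-response B-score plate-corrected more than 3 library SD below zero, starting fluorescence within 5 deviations, no agonist response on first addition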;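 also: peak minus trough fluorescence over baseline after final BAM8-22 challenge near maximal dose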
Target sequence (Q96LB2 whole entry, looked up): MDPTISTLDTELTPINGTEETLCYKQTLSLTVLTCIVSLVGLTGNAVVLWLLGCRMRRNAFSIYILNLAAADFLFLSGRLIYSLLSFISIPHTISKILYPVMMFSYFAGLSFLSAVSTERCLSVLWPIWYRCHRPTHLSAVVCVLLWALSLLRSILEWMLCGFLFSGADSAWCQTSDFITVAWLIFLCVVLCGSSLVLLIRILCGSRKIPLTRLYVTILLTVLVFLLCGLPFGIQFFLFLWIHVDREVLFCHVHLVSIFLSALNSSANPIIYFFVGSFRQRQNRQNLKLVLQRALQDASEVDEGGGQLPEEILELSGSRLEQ
HDAC3 inh = human HDAC3 inhibition. O15379. recombinant HDAC3, fluorogenic peptide/trypsin coupled, fluorescence. inhibition, % at 8.3 µM. 320,000 tested, 0.15% active. AID 2718; in the data active = inhibition above about 26%, passing the limit was not always enough; inconclusive = no clear call, values can overlap the other calls
Target sequence (O15379 whole entry, looked up): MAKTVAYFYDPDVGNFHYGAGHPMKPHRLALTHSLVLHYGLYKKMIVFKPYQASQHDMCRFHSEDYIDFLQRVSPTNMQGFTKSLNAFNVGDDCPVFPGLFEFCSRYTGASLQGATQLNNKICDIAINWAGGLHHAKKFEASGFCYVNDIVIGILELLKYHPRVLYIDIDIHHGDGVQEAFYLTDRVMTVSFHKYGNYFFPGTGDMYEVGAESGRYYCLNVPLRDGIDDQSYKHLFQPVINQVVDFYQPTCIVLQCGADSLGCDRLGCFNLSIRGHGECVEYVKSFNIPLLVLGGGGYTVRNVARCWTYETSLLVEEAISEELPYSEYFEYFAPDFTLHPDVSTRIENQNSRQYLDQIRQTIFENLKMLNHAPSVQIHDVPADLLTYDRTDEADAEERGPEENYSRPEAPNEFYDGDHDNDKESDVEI
ANO1 block = blocks the mouse calcium-activated chloride channel TMEM16A; Q8BHY3; HEK293 TMEM16A/YFP iodide influx fluorescence, ionomycin; normalized B-score (activity score, 25-100; higher = stronger inhibition) at 10 µM; 310,000 tested, 1.2% active;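 active = ratio plate-corrected score three or more library SD toward inhibition, starting fluorescence score within five deviations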;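 also: score derived from kinetic fluorescence span divided by baseline fluorescence per well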
SKKanGAS inh = SKKanGAS growth inhibition. S. pyogenes SKKanGAS, kanamycin growth, BacTiter-Glo, 6 h. inhibition, % at 7.5 µM. 300,000 tested, 1.3% active;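 active = mean replicate score, as percent of positive control median, at least 50; inconclusive = mean below 50 but one replicate at or above 50; inactive = mean and every replicate below 50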;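 also: strain carries kanamycin resistance gene driven by streptokinase promoter and grows in 40 µg/ml kanamycin; loss of luminescence reflects streptokinase promoter inhibition or plain growth inhibition; 0% = median of DMSO wells and 100% = positive control at its reference dose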
RGS4 pot = RGS4 potentiation or activation; HEK293 M3R/inducible RGS4, carbachol calcium flux Fluo4; hits give low values; B-score at 10 µM; 310,000 tested, 0.92% active;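 active = B-score of the integrated calcium signal more than 4 SD below the library mean, with starting fluorescence not abnormally high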;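 also: negative B-score means reduced calcium response which marks RGS4 activation or potentiation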
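Material: M3R-expressing HEK293 line, RGS4 induced by doxycycline | Schedule: Overnight RGS4 induction, 30 min dye load 37 °C, 20 min compound RT | Measured by: Fluo4 fluorescence kinetic imaging of calcium | Read-out: Integrated calcium ratio converted to B score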
TMEM16A act = activates or potentiates the mouse TMEM16A chloride channel. HEK293 TMEM16A/YFP-H148Q/I152L, iodide quench fluorescence; hits give low values. B-score at 10 µM. 340,000 tested, 0.3% active. AID 623877;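 active = fluorescence-ratio B-score plate-corrected deviation score at least 3 library SD below zero, with starting fluorescence score within 5 deviations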;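 also: channel opened by trigger with iodide after compound preincubation; score built on the fluorescence ratio of max minus min over baseline; more negative score means more quench and so TMEM16A activation or potentiation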
TRPC6 activator = activators of mouse TRPC6 channel | HEK293-TRPC6 membrane potential dye fluorescence; hits give high values | Q61143 | 310,000 tested, 0.13% active | B-score at 10 µM;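 active = B-score of the integrated fluorescence ratio above library mean plus 3 SD, and starting fluorescence ratio within library mean plus 5 SD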;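 also: higher score means more depolarization so channel activation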
MrgX1 PAM = human MrgX1 positive allosteric modulation, primary screen. MrgX1-HEK293, Fluo-4 calcium flux, FDSS; hits give high values. 310,000 tested, 0.63% active. B-score at 10 µM;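 active = plate-corrected calcium response at least 3 library SD above typical, normal starting fluorescence, not activating the receptor alone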;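 also: compound read alongside a low EC10 to EC30 dose of BAM8-22 agonist; peak minus trough fluorescence over baseline measured at the second addition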
MrgX1 ag = agonists of human MrgX1 receptor; B-score at 10 µM; 310,000 tested, 0.44% active; Q96LB2; AID 588627; MrgX1-HEK293 cells, Fluo-4 calcium fluorescence, agonist mode; hits give high values;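 active = calcium response B-score plate-corrected fluorescence ratio at least 3 library SD, with starting fluorescence B-score inside 5 SD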
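Assay system: MrgX1-expressing HEK293 cells / Amount: fifteen thousand cells per well / Doses: test compound in the initial addition of three / Timing: cells plated overnight, dye loaded 0.5 h 37 °C, 0.5 h room temperature / Technique: kinetic calcium dye fluorescence, Fluo-4 NW / Control set: positive and negative controls per plate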
TRPC6 inhibitor = inhibitors of mouse TRPC6 channel. Q61143. 310,000 tested, 1.1% active. B-score at 10 µM. AID 2553. HEK293-TRPC6, membrane potential dye, ACh-evoked depolarization; hits give low values;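 active = B-score under library mean minus 3 SD, initial fluorescence not abnormally high, positive integrated signal ratio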;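 also: B-score derived from integrated fluorescence ratio over the kinetic read; more negative B-score means stronger inhibition of depolarization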
RGS4 inh = human RGS4 inhibition; 310,000 tested, 0.45% active; B-score at 10 µM; HEK293 M3R/RGS4 inducible, Fluo-4 calcium flux; hits give high values; triggered by carbachol at its EC20; P49798;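 active = B-score, a plate-corrected calcium signal, over three deviations above library mean, with baseline fluorescence within five deviations of library mean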;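 also: RGS4 expression induced by doxycycline in cells with stable M3 receptor; B-score is computed from the integrated fluorescence ratio over baseline after carbachol; higher B-score means a larger calcium signal and so more RGS4 inhibition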
Target sequence (P49798 whole entry, looked up): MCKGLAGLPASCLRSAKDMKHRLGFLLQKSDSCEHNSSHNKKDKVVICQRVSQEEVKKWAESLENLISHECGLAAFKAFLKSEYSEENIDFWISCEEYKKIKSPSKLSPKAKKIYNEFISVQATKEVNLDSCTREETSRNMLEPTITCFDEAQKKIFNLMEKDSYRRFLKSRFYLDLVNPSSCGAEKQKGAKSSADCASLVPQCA
An asterisk follows results filed as active; i = inactive; ? = inconclusive; nt = no result given.

SMILES	MrgX1 antagonist	HDAC3 inh	ANO1 block	SKKanGAS inh	RGS4 pot	TMEM16A act	TRPC6 activator	MrgX1 PAM	MrgX1 ag	TRPC6 inhibitor	RGS4 inh
CC1CCCCC1NC(=O)CNC(=S)N1CC2CC(C1)c1cccc(=O)n1C2 (centres undefined)	i	-2.7	i	0.2	i	i	i	i	i	i	i
COc1ccc(-n2c(SCCN(C)C)nc3ccccc3c2=O)cc1	i	-5.8	i	-3.2	i	i	i	i	i	i	i
O=C1NC(=O)C(CCc2ccncc2)(Cc2ccc([N+](=O)[O-])cc2)C(=O)N1	i	-0.4	i	1.1	i	i	i	i	i	i	i
Cc1ccc(-n2c(O)c(C=NCC3CCCO3)c(=O)[nH]c2=O)c(C)c1 (centres undefined)	i	0.8	i	0.2	i	i	i	i	i	i	i
CCN1CCN(Cc2cc(Br)cc(OC)c2O)CC1	i	-9.0	i	-12.1	i	i	i	i	i	i	i
O=C1C2CCCN2C(c2ccccc2)N1c1ccccn1 (centres undefined)	i	-2.4	i	1.8	i	i	i	i	i	i	i
COc1ccc(CCN)cc1O	i	4.8	i	1.6	i	i	i	i	i	i	i
COc1ccc(N2CCN(CCc3ccncc3)CC2)cc1	i	3.1	i	-2.4	i	i	i	i	i	i	i
CN1C2c3ccccc3C3C4c5ccccc5C(C31)C(C2[N+](=O)[O-])N4C (centres undefined)	i	?	i	6.4	i	i	i	i	i	i	i
COc1ccc(CC(=O)N(CCN(C)C)CC2CCCN(Cc3ccccc3F)C2)cc1 (centres undefined)	i	4.9	i	-3.2	i	i	i	i	i	i	i
CCC(=NCCc1ccccc1)c1c(O)n(C)c(=O)n(C)c1=O	i	-0.5	25*	1.6	i	i	i	i	i	i	i
COc1cccc(C2(O)CCN(CC(=O)Nc3nc(C)cs3)CC2)c1	i	-5.0	i	-14.1	i	i	i	i	i	i	i
CCOC(=O)c1c(C)c(P(=S)(N2CCOCC2)N2CCOCC2)n(C)c1C	i	5.1	i	1.2	i	i	i	i	i	i	i
COP(=O)(OC)C(O)C(Cl)(Cl)Cl (centres undefined)	i	1.4	i	nt	nt	nt	nt	i	i	nt	nt
O=C1CN=C(c2ccc(Br)cc2)c2oc3ccccc3c2N1	i	1.5	i	0.7	i	i	i	i	i	i	i
COc1ccccc1-n1c(/C=C/c2ccc(O)cc2)nc2ccccc2c1=O	i	0.0	i	4.6	i	i	i	i	i	i	i
CCCN(CCC)C1CCc2cccc(O)c2C1 (centres undefined)	i	6.7	i	-2.4	i	i	i	i	i	i	i
O=C(c1cccs1)N1C2CCC1CC(O)(c1cccnc1)C2 (centres undefined)	i	7.0	i	20.6	i	i	i	i	i	i	i
O=c1cccc2n1C[C@H]1C[C@@H]2CN2CCCC[C@@H]12	i	-1.2	i	-1.0	i	i	i	i	i	i	i
COc1ccccc1CCNC1CCCC(C)C1 (centres undefined)	i	0.6	i	0.1	i	i	i	i	i	i	i
Cc1cccc(-n2c(=S)[nH]c3ccccc3c2=O)n1	i	-1.2	i	-2.1	i	i	i	i	i	i	i
COc1ccc(CCNC2CCCCC2)cc1	i	-0.4	i	6.0	i	i	i	i	i	i	i
Cc1cc(OCc2nn[nH]n2)c2c3c(c(=O)oc2c1)CCC3	i	-33.1	i	-0.6	i	i	i	i	i	i	i
CCOC(=O)C(=CNc1ccc(C(O)(C(=O)OCC)C(F)(F)F)cc1C)C(=O)OCC (centres undefined)	i	4.6	i	6.7	i	i	i	i	i	i	i
Cc1cccc(C(=O)Nc2ccc(Cl)cc2C(=O)c2ccccc2)c1	i	-0.2	i	-4.2	i	i	i	i	i	i	i
CC1(C)NC(=O)[C@H]2CCCN21	i	-8.0	i	2.7	i	i	i	i	i	i	i
COc1ccccc1N1CCN(Cc2cccc(Br)c2)CC1	i	8.1	i	7.6	i	i	i	i	i	i	i
CCN(CC)c1ccc(N=Cc2c(O)n(-c3cc(OC)ccc3OC)c(=O)[nH]c2=O)cc1	i	-1.7	i	0.2	i	i	i	i	i	i	i
FC(F)(F)c1cccc(-n2nnnc2C2(N3CCOCC3)CCCCC2)c1	-5.13*	1.5	i	0.9	i	i	i	i	i	i	i
COc1ccccc1CCNC(=O)CCC(=O)N1CC2C[C@@H](C1)Cn1c2cccc1=O	i	3.4	i	3.2	i	i	i	i	i	i	i

7 records picked at random from those above:
SMILES	MrgX1 antagonist	HDAC3 inh	ANO1 block	SKKanGAS inh	RGS4 pot	TMEM16A act	TRPC6 activator	MrgX1 PAM	MrgX1 ag	TRPC6 inhibitor	RGS4 inh
FC(F)(F)c1cccc(-n2nnnc2C2(N3CCOCC3)CCCCC2)c1	-5.13*	1.5	i	0.9	i	i	i	i	i	i	i
O=c1cccc2n1C[C@H]1C[C@@H]2CN2CCCC[C@@H]12	i	-1.2	i	-1.0	i	i	i	i	i	i	i
O=C(c1cccs1)N1C2CCC1CC(O)(c1cccnc1)C2 (centres undefined)	i	7.0	i	20.6	i	i	i	i	i	i	i
Cc1cc(OCc2nn[nH]n2)c2c3c(c(=O)oc2c1)CCC3	i	-33.1	i	-0.6	i	i	i	i	i	i	i
COc1ccccc1N1CCN(Cc2cccc(Br)c2)CC1	i	8.1	i	7.6	i	i	i	i	i	i	i
COc1ccccc1-n1c(/C=C/c2ccc(O)cc2)nc2ccccc2c1=O	i	0.0	i	4.6	i	i	i	i	i	i	i
COc1ccccc1CCNC1CCCC(C)C1 (centres undefined)	i	0.6	i	0.1	i	i	i	i	i	i	i

(further entries)
SMILES	MrgX1 antagonist	HDAC3 inh	ANO1 block	SKKanGAS inh	RGS4 pot	TMEM16A act	TRPC6 activator	MrgX1 PAM	MrgX1 ag	TRPC6 inhibitor	RGS4 inh
COC1=CC(=O)O[C@@H](/C=C/c2ccccc2)C1	i	3.5	i	nt	nt	i	nt	i	i	nt	nt
OC12ONC(c3ccccn3)C1N1CCC2CC1 (centres undefined)	i	2.5	i	-4.7	i	i	i	i	i	i	i
CCCCCCC(=O)c1c(O)n(-c2ccc(OC)cc2)c(=O)[nH]c1=O (tested in a mixture with another compound)	i	10.4	i	-0.6	i	i	i	i	i	i	i
C=CCN1C(=O)/C(=C/c2cc(C)n(-c3ccccn3)c2C)C(=O)NC1=S	-5.17*	4.2	i	4.9	i	i	i	i	i	i	i
CC(C)OC1CCCC(O)C1CC(=O)O (centres undefined)	i	-2.5	i	-4.5	i	i	i	i	i	i	i
O=C1C=C2C=C[C@H]3C[C@]2(O1)[C@@H]1CCCCN13	i	-6.3	i	-0.6	i	i	i	i	i	i	i
Cc1ccc(OP(=O)(O)Oc2ccc(C)cc2)cc1	i	0.4	i	-3.7	i	i	i	i	i	-6.45*	i
CCN1CCN(Cc2cc(OC)c(OC)cc2[N+](=O)[O-])CC1	i	-3.0	i	2.3	i	nt	i	i	i	i	i
O=c1cccc2n1CC1CC2CN(c2ncnc3c2cnn3-c2ccc(Cl)cc2)C1 (centres undefined)	i	6.1	i	-1.1	i	i	i	i	i	i	i
CCn1c(O)c(C=Nc2ccc(S(N)(=O)=O)cc2)c(=O)n(CC)c1=S	i	nt	i	-3.0	i	i	i	i	i	i	i
COc1ccc(C(CC(=O)N2CCC3(CC2)OCCO3)NS(=O)(=O)c2ccc(F)cc2)cc1 (centres undefined)	i	nt	i	1.0	nt	i	nt	i	i	nt	nt
CN(C)C1=NC(N(C)C)=NP(N(C)C)(N(C)C)=N1	i	2.5	i	4.3	i	i	i	i	i	i	i
C[C@H]1CCC/C=C/C2C[C@H](O)CC2[C@H](O)/C=C/C(=O)O1 (some centres undefined)	i	6.1	i	0.0	i	i	i	i	i	i	i
O=S(=O)(c1ccccc1)N1CCN2CCCC2C1 (centres undefined)	i	1.1	i	-4.3	i	i	i	i	i	i	i
Clc1ccc(N2CC2c2ccncc2)cc1 (centres undefined)	i	-4.8	i	1.4	i	i	i	i	i	i	i
CCOP(=S)(OCC)c1ccc(N(C)C)cc1	i	-0.4	i	-4.2	i	i	i	10.2*	i	i	i
CCOc1ccc(NC(=O)c2c(C)nn(Cc3ccccc3)c2Cl)cc1	i	1.9	i	2.8	i	i	i	i	i	i	i
Cc1cc(OCC(=O)N2C[C@H]3C[C@@H](C2)c2cccc(=O)n2C3)c2c(C)cc(=O)oc2c1	i	-14.3	i	3.9	i	i	i	i	i	i	i
C=C(C)Cn1c(=O)n(CC2CS2)c2ccccc21 (centres undefined)	i	-3.4	i	0.0	i	i	i	i	i	i	i
COc1ccc(OC)c(C(c2c(O)c3ccccc3oc2=O)c2c(C)n(C)n(-c3ccccc3)c2=O)c1 (centres undefined)	i	-0.1	i	1.6	i	i	i	i	i	i	i
CC1=NN(c2ccccc2)C(=O)/C1=C/c1c(O)[nH]c(=S)[nH]c1=O	i	12.9	i	3.2	i	i	i	i	i	i	i
C=CCc1cc(C=C2C(=O)N(C)C(=O)N(C)C2=O)cc(OCC)c1OCc1ccccc1	i	?	i	12.4	i	i	i	i	i	i	i
Cc1ccc(S(=O)(=O)N2CN3CCN(C3)C2)cc1	i	7.5	i	0.6	i	i	i	i	i	i	i
O=Cc1cn(Cc2cccc([N+](=O)[O-])c2)c2ccccc12	i	-0.4	i	2.6	i	i	i	i	i	i	i
COc1ccccc1CN1CCN(C(=O)COc2cccc(C)c2)CC1	i	-3.9	i	-4.3	i	i	i	i	i	i	i
CCCCNC(=O)Nc1ccc(C(O)(C(=O)OCC)C(F)(F)F)cc1 (centres undefined)	i	-1.7	i	-2.3	i	i	i	i	i	i	i
Clc1ccc(C2N3CCCN23)c(Cl)c1 (centres undefined)	i	-1.6	i	-0.1	i	i	i	i	i	i	i
COc1ccc(C(C)=O)cc1CC(C(=O)c1ccc(F)cc1)N(C)C (centres undefined)	i	-4.5	i	-4.1	i	i	i	i	i	i	i
O=C(O)c1cc2ccccc2oc1=O	i	3.4	i	-4.3	i	i	i	i	i	i	i
O=C(c1cccc2ccccc12)C1CCCN(C2CCC2)C1 (centres undefined)	i	-4.3	i	-0.6	i	i	i	i	i	i	i

This is a subset, so the mix of outcomes need not match the whole.
